Source: PubChem BioAssay (Sanford-Burnham Center for Chemical Genomics)
EphA4 KYL inhibition: EphA4 ligand-binding antagonists – biochemical, colorimetric, mouse EphA4, primary screen (AID 689); EphA4-AP binding to KYL peptide, pNPP A405; higher % means a stronger effect; inhibition, % at 10 µM, or IC50 in µM where a hit was titrated; hit rate 0.1% among 62,000; in the data active = a potency from the dose series; inactive = the rest, 99 in 100 with inhibition below about 22%
Starred values were filed as active, the others as inactive; & = joins results of further samples. An excerpt; rates above refer to the full screens.

SMILES	EphA4 KYL inhibition
Cc1ccc(OCC(=O)Nc2sc3c(c2C(N)=O)CCC(C)C3)c(C)c1 (stereo not drawn)	14%
CC(C)NC(=O)N1CCN(c2ccncc2S(=O)(=O)N2CCOCC2)CC1	-4%
COc1cccc(NS(=O)(=O)c2ccc(S(=O)(=O)N3CCOCC3)cc2)c1	-31%
O=C(C1CCN(S(=O)(=O)c2cccc3nsnc23)CC1)N1CCCc2ccccc21	-10%
O=C(Nc1cccc(-c2nc3ncccc3o2)c1)c1ccco1	-5%
CN(C)c1nc2n(c(=O)n1)CCO2	-16%
COc1ccc(CCNC(=O)CCS(=O)(=O)c2ccc(C)cc2)cc1OC	-9%
Cc1ccc(NC(=O)CSc2nnc(COc3ccc(C#N)cc3)n2-c2ccccc2)cc1C	6%
CC(=O)Nc1c2c3c(cccc3n(C)c1=O)C(=O)c1ccccc1-2	0%
COC(=O)C1=C(C)N(C)C(C)=C(C(=O)OC)C1c1cc(OC)c(OC)c(OC)c1	-1%
O=C(COC(=O)c1cccnc1Cl)c1ccccc1	-14%
CS(=O)(=O)N1CCN(C(=O)c2ccncc2)CC1	-28%
Cc1ccc(S(=O)(=O)N2CCN(C(=O)COC(=O)COc3ccccc3)CC2)cc1	0%
Cn1c(CSc2nc3ccc(Br)cc3[nH]2)nc2ccccc21	2%
O=C1CCCC(=NCc2ccco2)C1	-14%
CCN1C(=O)/C(=C\N2CCOCC2)SC1=S	0%
COc1ccc(N(CC(=O)Nc2cccc(Br)c2)S(C)(=O)=O)cc1	-8%
CCOc1cc(CNCCO)cc(Br)c1OCc1cccs1	-6%
Clc1ccc(-c2nn3c(C4COc5ccccc5O4)nnc3s2)cc1 (stereo not drawn)	-1%
Cc1ccc(C(=O)NNC(=S)Nc2cccc3ccccc23)s1	-7%
Cc1ccc(C)c(N2CCN(S(=O)(=O)c3ccc4c(c3)oc(=O)n4C)CC2)c1	-5%
O=C(CCN1CCCCC1)c1ccccc1	-19%
Cc1cccc(C(=O)O/N=C(\N)c2cccc([N+](=O)[O-])c2)c1	-8%
c1ccc(N2CCN(Cc3nnnn3C3CCCCC3)CC2)cc1	4%
CCc1cc(C(=O)NNC(=S)NCc2ccccc2)cs1	-4%
Cc1ccc(NC(=O)NNC(=O)Cn2nc(-c3ccccc3)c(-c3ccccc3)c(C#N)c2=O)cc1	11%
CCOC(=O)c1nnn(CC(=O)Nc2cccc(F)c2)c1C(=O)OCC	9%
O=C(COc1ccc(Cl)cc1Cl)NCCCCc1ccccc1	-3%
COc1cccc(NC(=S)NCCC(c2ccccc2)c2ccccc2)c1	-5%
COc1cc(/C=C/C(=O)c2ccc(Cl)s2)cc(OC)c1O	3%
CCc1nc2c(c(SC)nn2-c2ccccc2)c(N)c1C(=O)OC	-5%
Cc1ccc(-c2nc3ncccc3o2)cc1N	-5%
CCc1ccc2c(c1)c1nc(C)sc1n2CC	-8%
O=C(c1ccc2nc(N3CCOCC3)sc2c1)N1CCC(Cc2ccccc2)CC1	-16%
Cc1cc(/C=N/NC(N)=O)c(C)c(CO)c1	-12%
Cn1c(C(=O)N2CCN(c3ncccn3)CC2)cc2c(=O)n(C)c3ccccc3c21	1%
CCC(=O)Nc1cc(C(=O)OCC(=O)c2ccccc2Cl)ccc1C	-10%
COc1cc(OC)c2nc(C)c3c(c2c1)N(c1ccc(O)cc1)CC3	-6%
CS(=O)(=O)N1CCN(Cc2ccc([N+](=O)[O-])cc2)CC1	-9%
CCOC(=O)C1(Cc2ccc(O)cc2)NC(c2ccccc2F)C2C(=O)N(C)C(=O)C21 (stereo not drawn)	-5%
Cc1ccc(NC(=O)CSc2nccc(=O)[nH]2)c(S(=O)(=O)N2CCOCC2)c1	0%
CCN(C1=C(Cl)C(=O)N(c2ccccc2)C1=O)c1ccccc1	5%
COC(=O)C1=C(C)N(c2ccc(C)cc2)/C(=C\c2ccc(OCC(=O)Nc3ccccc3)cc2)C1=O	-8%
COc1ccc(CC(=O)O/N=C(\N)Cc2ccc(OC)c(OC)c2)cc1	0%
Cc1sc2ncnc(NCc3ccco3)c2c1C	-14%
COc1ccc(S(=O)(=O)N(C)CC(=O)Nc2ccc(C(F)(F)F)cc2)cc1Cl	-3%
COc1ccc(N2C(=O)S/C(=C/c3ccc(OC)c(OC)c3)C2=O)cc1	-10%
COc1ccc(S(=O)(=O)Nc2nnc(C(C)(C)C)s2)cc1	-6%

At a glance, part of the list above.
SMILES	EphA4 KYL inhibition
CCN(C1=C(Cl)C(=O)N(c2ccccc2)C1=O)c1ccccc1	5%
COC(=O)C1=C(C)N(c2ccc(C)cc2)/C(=C\c2ccc(OCC(=O)Nc3ccccc3)cc2)C1=O	-8%

Remaining list, next part
SMILES	EphA4 KYL inhibition
O=C(O)c1cc2cc(Cl)ccc2oc1=O	-1%
CCOC(=O)n1c(=O)n(Cc2ccccc2Cl)c2ccccc21	-6%
C=CCn1c(SCC(=O)NC(=O)NCc2ccco2)nc2sc(CC)cc2c1=O	-28%
CC(C)NC(=O)CN1C(=O)NC(CCc2ccccc2)C1=O (stereo not drawn)	9%
CCC(=O)N1c2ccccc2NC2=C(C(=O)CCC2)C1c1ccc(N(C)C)cc1 (stereo not drawn)	6%
c1ccc(CN2CCN(c3nc4ccccc4c4ccccc34)CC2)cc1	-6%
COc1cc([N+](=O)[O-])ccc1NS(=O)(=O)c1ccc(F)cc1	25%
Cc1ccc(S(=O)(=O)NC2CCCc3ccccc32)cc1C (stereo not drawn)	-18%
CC(C)C(OC(=O)c1nsc(Cl)c1Cl)C(=O)NCc1ccc2c(c1)OCO2 (stereo not drawn)	-10%
CCCCn1ccc(=O)c2c(C(F)(F)F)nccc21	-10%
CC(C)NC(=O)C1(c2ccccc2)CCOCC1	-18%
CCN1C(=O)C(C)S/C1=N\S(=O)(=O)c1ccc(Cl)s1 (stereo not drawn)	-3%
COc1ccc(N2CCN(C(=N)/C(C(C)=O)=C(\C)O)CC2)cc1	-17%
Cc1sc(NC(=O)CN2CCOCC2)c(C(=O)c2ccccc2)c1C	0%&5%
CNC(=S)NNC(=O)c1cccn(Cc2ccc(Cl)c(Cl)c2)c1=O	-7%
CSc1cccc(-n2c(C)cc(C(N)=O)c2C)c1	-11%
O=C(CCCOc1ccc(Cl)cc1Cl)N/N=C\C1CCCCC1	6%
COc1ccc(S(=O)(=O)Nc2ccc(S(=O)(=O)N3CCCCC3)cc2)cc1	-7%
Cc1onc(-c2c(F)cccc2Cl)c1C(=O)NCc1ccco1	12%
Cc1nn(-c2ccccc2)c2c1C1(C(=O)Nc3ccccc31)N1C(=N2)Sc2ccccc21 (stereo not drawn)	-11%
Cc1ccc(CNc2ccc(Cl)cc2[N+](=O)[O-])cc1	8%
Oc1ccccc1/C=N/Nc1cccc2cccnc12	-2%
CCCCOC(=O)Sc1nc2ccccc2o1	32%
COc1cc(NC(=O)CSc2nc3ccccc3cc2Cc2ccccc2)cc(OC)c1	-9%
O=C(/C=C/Sc1ncn[nH]1)c1ccc(Cl)cc1	-14%
Cc1ccc(NC(=O)CN2CCN(CCN=CC3=C(O)CC(C)(C)CC3=O)CC2)cc1	-13%
CCC(=O)Nc1nc(C)c(C(=O)N2CCCCC2)s1	-5%
COc1ccc(NCc2nnc(SCC(=O)N3CCCc4ccccc43)o2)cc1	-2%
CCC(=O)Nc1ccc2oc(-c3cccnc3)nc2c1	7%
COc1cc(C(=O)N2CCN(Cc3ccccc3C(F)(F)F)CC2)cc(OC)c1OC	8%
Cc1ccsc1C(=O)OCC(=O)Nc1sccc1C(N)=O	-11%
O=C1NC(=O)N(c2ccccc2)C(=O)/C1=C\c1ccc(OCCOc2ccccc2)cc1	0%
O=C1CC(NNc2ccccc2)C(=O)N1c1cccc(Cl)c1 (stereo not drawn)	-37%
Cc1ccc(S(=O)(=O)CCc2nnc(NC(=O)C3CCCO3)s2)cc1 (stereo not drawn)	-10%
O=C(COC(=O)Cc1ccsc1)NCC12CC3CC(CC(C3)C1)C2	-13%
O=C(c1ccc2c(=O)n(Cc3ccco3)c(=S)[nH]c2c1)N1CCN(Cc2ccccc2)CC1	1%
COc1ccc(CNc2oc(COc3ccc(Cl)cc3)nc2C#N)cc1	-13%
CNc1oc(-c2ccc(OCc3ccccc3)cc2)nc1C#N	-4%
COc1ccc2cc(CN(CC3COCCO3)S(=O)(=O)c3c(C)cc(C)cc3C)c(=O)[nH]c2c1 (stereo not drawn)	-12%
COc1ccc(S(=O)(=O)N(CC(=O)Nc2ccc(C)c(C)c2)c2ccc(C)cc2)cc1OC	-3%
COc1ccc(N(C(=O)c2ccco2)S(=O)(=O)c2cccc([N+](=O)[O-])c2)cc1	-10%
CC(C)Oc1ccc(C(=O)Nc2cccc3c2C(=O)c2ccccc2C3=O)cc1	4%
Cc1cccc2cc(C#N)c(SCC(=O)NNC(=O)Cc3ccccc3)nc12	-8%
CCOc1nc(-c2ccccc2)c2cc(Br)ccc2n1	4%
C=CCn1c2ccccc2c2nnc(SC(CC)C(=O)Nc3nc(C)c(C(=O)OCC)s3)nc21 (stereo not drawn)	-10%
Cc1cccc(NC(=O)c2cc(S(=O)(=O)NCc3ccco3)ccc2F)c1C	1%
Clc1ccc(Sc2oc(/C=N/n3cnnc3)cc2Br)cc1	-2%
Cc1nn(Cc2n[nH]c(=S)n2Cc2ccccc2)c(C)c1Cl	-6%
CS(=O)(=O)c1ccc2nc(NC(=O)c3ccc(Cl)c(Cl)c3)sc2c1	-1%
CCOc1ccc(N(CC(=O)OC)S(=O)(=O)c2ccc(C)cc2)cc1	-21%
COc1ccc(N/N=C(\C=N\O)C(=O)c2ccc(OC)cc2)cc1	2%
Nc1ncnc2c1cnn2-c1ccccc1	-16%
Cc1ccc(S(=O)(=O)N(CC(=O)N/N=C/c2ccc(F)cc2)c2cccc3cccnc23)cc1	-2%
CCOc1ccc2nc(NC(=O)CCn3cccc3)sc2c1	-9%
COc1ccc(-c2cc(-c3cc(F)ccc3O)[nH]n2)cc1OC	-16%
COc1ccc2nc(N)sc2c1	-5%

The list goes on:
SMILES	EphA4 KYL inhibition
O=S(=O)(Nc1ccc(O)c(CN2CCCCC2)c1)c1ccccc1	-8%
COc1ccccc1NC(=O)COc1ccc(/C=N/n2cnnc2)cc1OC	4%
COc1ccccc1NC(=O)CSc1nnc(-c2ccco2)o1	-18%
O=C1NCCN1C(=O)N(c1ccccc1)c1ccccc1	-10%
Cc1cc(N=Cc2c(O)ccc3ccccc23)no1	16%
COc1cc(C2/C(=C(\O)c3ccc4c(c3)CC(C)O4)C(=O)C(=O)N2CCCn2ccnc2)ccc1O (stereo not drawn)	-3%
CC(C)(C)n1nnnc1C(c1ccncc1)N1CCN(C2CCCCC2)CC1 (stereo not drawn)	-14%
O=C(Nc1nnc(C23CC4CC(CC(C4)C2)C3)s1)c1ccccc1F	-6%
c1ccc(CNn2c(N3CCOCC3)nc3ccccc32)cc1	3%
COc1ccccc1NS(=O)(=O)CC12CCC(CC1=O)C2(C)C (stereo not drawn)	-5%
COc1ccc(CC(=O)OCCN(C)C)cc1	-14%
Cc1nnsc1SC(C)C(=O)O (stereo not drawn)	-8%
COc1ccc(OC)c(-n2c(SCC(=O)Nc3cc(C)on3)nnc2-c2c[nH]c3ccccc23)c1	-11%
COCCCNC(=S)NNC(=O)c1ccc2c(c1)OCO2	-8%
Nc1c(C(=O)Nc2ccc(F)cc2)sc2nc(-c3ccco3)ccc12	15%
CCCCOC(=O)Nc1cccc(C(C)=O)c1	-13%

Quoted at random: 6 records from the list
SMILES	EphA4 KYL inhibition
COc1ccc(CC(=O)OCCN(C)C)cc1	-14%
COCCCNC(=S)NNC(=O)c1ccc2c(c1)OCO2	-8%
Cc1ccsc1C(=O)OCC(=O)Nc1sccc1C(N)=O	-11%
Cc1sc(NC(=O)CN2CCOCC2)c(C(=O)c2ccccc2)c1C	0%&5%
CCOc1ccc2nc(NC(=O)CCn3cccc3)sc2c1	-9%
CS(=O)(=O)c1ccc2nc(NC(=O)c3ccc(Cl)c(Cl)c3)sc2c1	-1%

Back to the main list, starting two compounds before the break.
SMILES	EphA4 KYL inhibition
Nc1c(C(=O)Nc2ccc(F)cc2)sc2nc(-c3ccco3)ccc12	15%
CCCCOC(=O)Nc1cccc(C(C)=O)c1	-13%
Cc1ccc(C(=O)Nc2ccccc2Oc2ccccc2)cc1[N+](=O)[O-]	0%
CN1C(=O)Cn2c1nc1ccccc12	-8%
Cc1cc(-c2ccccc2)c2c3c(c(-c4ccccc4)n2n1)c(=O)n(C)c(=O)n3C	-7%
COc1ccc(C(=O)/C=C/Nc2ccccc2NS(=O)(=O)c2ccc([N+](=O)[O-])cc2)cc1OC	-2%
Cc1ccccc1OC/C(O)=C(\C#N)c1nc2ccccc2[nH]1	2%
O=C(Nc1cc2c(oc1=O)CCCC2=O)c1cccc(Cl)c1	2%
CN(C)CCNC(=O)c1ccc(CS(=O)(=O)c2c(Cl)cccc2Cl)o1	-7%
CCOc1ccc(Nc2ncnc3c2cnn3Cc2ccccc2)cc1	-8%
O=C(O)c1cc([N+](=O)[O-])ccc1C(=O)Nc1ccccc1	-10%
COC(=O)c1cc2occc2n1CC(=O)Nc1ccc(C)cc1C	-3%
COc1ccc(/C=C2N=C(/C=C/c3ccccc3)OC/2=O)cc1	-1%
COc1ccc(NC(=O)CSc2ncnc3c2cnn3CCc2ccccc2)cc1	-8%
CC(C)(C)C(=O)/C(C#N)=c1\s/c(=C\c2ccncc2)c(=O)n1CCCN1CCOCC1	-4%
